Bioassay records from PubChem.
RSV CPE inhibition = RSV antiviral activity via CPE protection, HEp-2 cells, primary 10 µM value included (AID 2391) | HEp-2 cells, RSV-induced CPE inhibition; higher % means a stronger effect | one-dose CPE inhibition, % at 10 µM; IC50 in µM for titrated hits | 0.13% of 310,000 active; in the data active means a potency from the dose series; further: strong numbers were not always called active
P. falciparum M17LAP = P. falciparum M17LAP inhibitors, primary screen, biochemical, fluorogenic H-Leu-NHMec substrate, 1536-well (AID 1619) | Leucine aminopeptidase (Plasmodium falciparum (isolate 3D7)) | recombinant M17LAP, H-Leu-NHMec fluorogenic kinetic assay; higher % means a stronger effect | one-dose inhibition, % at 30 µM; IC50 in µM for titrated hits | 0.38% of 220,000 active;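 active means compound inhibiting the enzyme by more than half at any dose during confirmatory dose-response retesting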;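 further: plate controls were full reaction with DMSO carrier for no effect and no enzyme background for full effect; strong numbers were not always called active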
P. falciparum M1AAP = P. falciparum M1AAP inhibitors, biochemical, fluorogenic H-Leu-NHMec substrate, 1536-well (AID 1445) | Aminopeptidase N (Plasmodium falciparum (isolate 3D7)) | recombinant M1AAP, H-Leu-NHMec fluorogenic kinetic assay; higher % means a stronger effect | inhibition, % at 30 µM; hits with a dose series show IC50 in µM | 0.42% of 220,000 active;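 active means primary inhibition above the hit cutoff, then over 50% inhibition at one or more dose response concentrations, cut at about 23% in these data, passing the limit was not always enough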;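 further: plate controls were DMSO full reaction for no effect and no enzyme background for full effect; strong numbers were not always called active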
TNAP activators = human TNAP enzyme activators, primary screen, biochemical, luminescent, no phosphate acceptor, uHTS (AID 1001); Alkaline phosphatase, tissue-nonspecific isozyme (Homo sapiens); purified TNAP, luminescent activation assay, no phosphate acceptor; higher activation fold means a stronger effect; activation fold at 20 µM; hits with a dose series show EC50 in µM; 0.03% of 200,000 active; in the data active means activation fold from about 3, or a potency from the dose series; inactive means the rest, 99 in 100 with activation fold below about 1.6; further: many of its hits are not listed in these tables
PMI inhibition = human PMI inhibitors, high substrate, primary screen, biochemical, fluorescence intensity, high mannose 6-phosphate (AID 1220); 0.66% of 190,000 active; recombinant PMI enzyme, coupled fluorescence intensity; higher % means a stronger effect; Mannose-6-phosphate isomerase (Homo sapiens); inhibition, % at 20 µM, or IC50 in µM where a hit was titrated
UTI89 phage lysis = inhibition of K1F phage lysis, E. coli UTI89, bacterial capsule biogenesis inhibitors, alamar blue (AID 488966); E. coli UTI89 K1F phage lysis, alamar blue, 2 h; higher % means a stronger effect; one-dose inhibition, % at 100 µM; IC50 in µM for titrated hits; 0.02% of 340,000 active;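 active means phage lysis inhibition, versus mean bacterial control, above a set limit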;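 further: capsule biogenesis inhibitors block K1F phage lysis so surviving cells raise fluorescence; higher fluorescence means more inhibition of phage lysis; actives were called in the ten point dose series up to 300 µM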
West Nile virus CPE = West Nile virus antiviral activity, cell-based, CPE readout (AID 1621) | West Nile virus-infected cells, CPE inhibition; higher % means a stronger effect | CPE inhibition, % at 10 µM; hits with a dose series show IC50 in µM | 0.02% of 290,000 active; in the data active means a potency from the dose series; further: strong numbers were not always called active
T cell HTS = modulators of CD8 T cell-vesicle binding, primary screen, mouse 2C CD8+ T cells, flow cytometry; 2C CD8+ T cell-vesicle binding; hits give low values; calls only at 7 µM; 0.068% of 330,000 active; AID 2052, 2009;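 active means response, share of CD8 T cells binding vesicles, and their 90th percentile fluorescence all below set limits, cut at about 80% in these data, passing the limit was not always enough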
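System: murine 2C transgenic CD8+ T lymphocytes; also added: QL9-loaded Drosophila micro-vesicles; times: binding 1.5 h at 37 °C; measured by: flow cytometry, PE anti-B7-1 (FL2) versus Alexa647 anti-CD8 (FL8), PFA-fixed; control set: Peptide-free naked vesicles (low) and QL9 vesicles with 0.7% DMSO vehicle (high)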
PMI inhibitors = inhibitors of human PMI, primary screen, biochemical, fluorescence intensity, coupled assay (AID 1209). Mannose-6-phosphate isomerase (Homo sapiens). purified PMI enzyme, coupled fluorescence intensity; higher % means a stronger effect. inhibition, % at 20 µM; hits with a dose series show IC50 in µM. 0.42% of 190,000 active;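 further: plate controls were DMSO vehicle for no effect and wells lacking substrate for full effect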
T cell HTS vesicle-bound % = recorded beside T cell HTS, whose call it bears; double positive events, %; measured here: CD8+ vesicle-bound cell fraction;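 binding gate set so that unloaded-vesicle control wells show 10% double positive cells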
Starred values were filed as active, the others as inactive; i = inactive; nt = no result given; [ ] = dose if it differs, or a comment. Unless noted, no stated cut-off is given here; in the data, active means inhibition above about 50%; inactive means the rest.

compound,TNAP activators,PMI inhibitors,UTI89 phage lysis,West Nile virus CPE,T cell HTS,P. falciparum M1AAP,T cell HTS vesicle-bound %,P. falciparum M17LAP,PMI inhibition,RSV CPE inhibition
CC(C)N1CCC(N2CCN(Cc3ccc(Oc4ncccn4)cc3)CC2CCO)CC1 (stereo not drawn),nt,nt,0.0%,0.1%,i,5.0%,24.8,7.5%,nt,-2.5%
Cc1cc(C(=O)N/N=C/c2ccc(O)c(O)c2O)c(C)n1-c1ccccc1,1.3,nt,2.6%,-0.2%,nt,5.5%,nt,1.1%,nt,nt
Cc1ccc(-c2nc3cccnc3s2)cc1NC(=O)C1c2ccccc2Oc2ccccc21,1.1,7.7%,-3.1%,nt,nt,2.5%,nt,1.3%,8.3%,nt
COc1ccc(CN=C2Nc3ccccc3CS2)cc1,1.1,2.8%,-0.1%,0.6%,i,2.1%,60.3,7.4%,4.9%,2.0%
CCN(CC)C(c1ccc(F)cc1)c1nnnn1C1CCCCC1 (stereo not drawn),1.2,-0.2%,0.2%,0.1%,i,0.7%,32.8,-10.0%,-5.4%,0.5%
CCc1nccn1CCC(=O)NC1CC(C)(C)Cc2c1cnn2-c1ccc(C)cc1 (stereo not drawn),nt,nt,0.8%[50 µM],-0.1%,i,nt,27.9,nt,nt,0.8%
CN1Cc2c(N3CCOCC3)nc(SCCC#N)c(C#N)c2CC1(C)C,nt,nt,0.3%,0.0%,i,2.5%,28.5,2.5%,nt,-0.4%
Cc1ccc(C)c(NC(=O)c2cc3ccccc3o2)c1,nt,nt,0.2%,-0.8%,i,nt,35.8,nt,nt,1.4%

The list continues.
compound,TNAP activators,PMI inhibitors,UTI89 phage lysis,West Nile virus CPE,T cell HTS,P. falciparum M1AAP,T cell HTS vesicle-bound %,P. falciparum M17LAP,PMI inhibition,RSV CPE inhibition
CCN(CC)CCN1C(=O)c2ccccc2NC1c1ccc(C)cc1 (stereo not drawn),1,8.9%,1.3%,-0.7%,i,-0.9%,8.9,-114.5%,2.3%,-0.3%
CCCCN(Cc1cc2cc(C)ccc2[nH]c1=O)C(=O)c1ccccn1,nt,nt,-0.4%[50 µM],-0.3%,i,1.1%,14.4,5.0%,nt,-0.3%
CCOC(=O)N1CCN(C(=O)c2cc3c(-c4cccc(OC)c4)nn(C)c3s2)CC1,nt,nt,-0.2%,-0.3%,i,nt,51.8,nt,nt,2.6%
CCOc1cccc(CN2CCN(CCCc3ccccc3)C(CCO)C2)c1O (stereo not drawn),nt,nt,0.5%,-1.4%,i,nt,45.7,nt,nt,0.9%
Cc1nc2ccc(NC(=O)/C=C/C(=O)O)cc2nc1C,1,0.6%,0.5%,0.4%,i,5.2%,63.0,7.6%,42.9%,-1.4%
O=S(=O)(NCc1ccccc1)c1cccc2cccnc12,1.1,7.6%,-0.5%,nt,i,12.2%,8.8,7.4%,1.9%,1.5%
Cn1c(SCC(=O)Nc2ccccc2O)nnc1-c1ccco1,nt,nt,1.6%[50 µM],-0.2%,i,nt,65.8,nt,nt,1.0%
Cc1ccc(N2CC(C(=O)NC3CCSC3=O)CC2=O)cc1 (stereo not drawn),1.1,-1.7%,-0.1%,0.0%,i,0.5%,38.8,-4.9%,1.5%,-0.2%

Random excerpt: two entries already listed, in no set order.
compound,TNAP activators,PMI inhibitors,UTI89 phage lysis,West Nile virus CPE,T cell HTS,P. falciparum M1AAP,T cell HTS vesicle-bound %,P. falciparum M17LAP,PMI inhibition,RSV CPE inhibition
Cc1ccc(-c2nc3cccnc3s2)cc1NC(=O)C1c2ccccc2Oc2ccccc21,1.1,7.7%,-3.1%,nt,nt,2.5%,nt,1.3%,8.3%,nt
CCN(CC)C(c1ccc(F)cc1)c1nnnn1C1CCCCC1 (stereo not drawn),1.2,-0.2%,0.2%,0.1%,i,0.7%,32.8,-10.0%,-5.4%,0.5%

Next results
compound,TNAP activators,PMI inhibitors,UTI89 phage lysis,West Nile virus CPE,T cell HTS,P. falciparum M1AAP,T cell HTS vesicle-bound %,P. falciparum M17LAP,PMI inhibition,RSV CPE inhibition
CCOc1ccccc1C(=O)NCC(=O)NCC1CCCCC1,nt,nt,0.1%,-0.5%,i,nt,55.3,nt,nt,2.1%
C=CCN1CC2(c3ccccc3)CN(CC=C)CC(c3ccccc3)(C1)C2=O,1.1,0.1%,7.8%,-2.2%,i,1.4%,33.0,-2.0%,-4.7%,2.2%
CN1CCN(C(=O)CCNC(=O)Cn2cnc3ccccc3c2=O)CC1,nt,nt,0.1%,-0.3%,i,nt,38.1,nt,nt,0.5%
CCCCC(=O)N/N=C/c1ccc(Sc2cccc3cccnc23)o1,1,10.7%,7.6%,1.0%,i,15.4%,29.8,18.1%,0.1%,10.6%
Cc1ccc(/C=N/NC(=O)CNC(=O)c2ccc(S(=O)(=O)N(C)C)cc2)o1,1.1,-1.9%,0.2%,0.6%,i,12.5%,57.8,0.1%,-2.6%,-1.2%
CCCN1C(=O)C(O)(CC(=O)c2ccc3c(c2)OCCO3)c2ccccc21 (stereo not drawn),1.1,19.1%,8.4%,0.0%,i,3.9%,47.9,11.1%,17.7%,-0.6%
Cc1c(Cc2ccccc2)c(=O)oc2cc(OCc3ccc(C(=O)O)cc3)ccc12,1.1,3.2%,-0.1%,-0.2%,i,22.0%,65.8,49.5%,6.4%,12.6%
Cc1[nH]c2ccccc2c1C1=NNC(=Nc2ccc(F)cc2)SC1,1,12.8%,0.3%,-0.8%,i,6.4%,26.7,-3.1%,14.2%,17.2%

(continued)
compound,TNAP activators,PMI inhibitors,UTI89 phage lysis,West Nile virus CPE,T cell HTS,P. falciparum M1AAP,T cell HTS vesicle-bound %,P. falciparum M17LAP,PMI inhibition,RSV CPE inhibition
COc1cc(OC)c(OC)cc1/C=N/NC(=O)CCc1c(C)n[nH]c1C,nt,nt,0.4%,0.3%,i,8.3%,47.7,0.5%,nt,0.5%
CCCOc1ccc(C(=O)NC2CCSc3ccccc32)cc1 (stereo not drawn),nt,nt,0.2%,-0.4%,i,nt,30.9,nt,nt,12.5%
Cc1ccc(S(=O)(=O)N2c3ccccc3OCC2C(C)(C)C)cc1 (stereo not drawn),1.1,7.1%,0.4%,0.8%,i,0.9%,20.1,4.7%,6.1%,2.0%
Cn1cc([N+](=O)[O-])c(C(=O)NCC(=O)O)n1,1.1,-5.1%,i,0.1%,i,2.7%,55.1,6.9%,2.3%,0.4%
Cc1ccccc1NC(NC(=O)OCCn1c([N+](=O)[O-])cnc1C)C(Cl)(Cl)Cl (stereo not drawn),1.1,3.1%,8.5%,-0.3%,i,5.6%,56.6,8.8%,4.4%,-0.1%
Cc1cccc(C)c1NC(=O)N1CCC(n2c(=O)[nH]c3ccccc32)CC1,1.1,4.6%,0.6%,-0.2%,i,0.0%,43.8,-0.6%,11.6%,2.6%
CNc1nnc(-c2cccc(N(C)C)c2)s1,1.1,12.2%,2.2%,0.2%,i,5.2%,46.1,2.0%,10.4%,1.3%
CC(C)CCNC(=O)C12CN(Cc3ccccc3)CC1C(c1ccc([N+](=O)[O-])cc1)=NO2 (stereo not drawn),1,13.5%,0.2%,-1.0%,i,0.3%,8.1,0.4%,5.7%,1.9%

Later entries:
compound,TNAP activators,PMI inhibitors,UTI89 phage lysis,West Nile virus CPE,T cell HTS,P. falciparum M1AAP,T cell HTS vesicle-bound %,P. falciparum M17LAP,PMI inhibition,RSV CPE inhibition
CN1CCN(C(=S)NC(=O)c2ccc(Cl)cc2)CC1,1,15.2%,0.8%,0.2%,nt,10.6%,nt,21.0%,9.6%,nt
COCC(C)n1c(SC(C)C(=O)NC2CCCCC2C)nc2ccccc2c1=O (stereo not drawn),nt,nt,0.9%[50 µM],0.1%,i,nt,53.0,nt,nt,-0.1%
Cc1c(C(=O)Nc2cccc([N+](=O)[O-])c2)sc2ncn(CC(=O)N3CCOCC3)c(=O)c12,nt,nt,0.2%,0.1%,i,nt,17.0,nt,nt,1.0%
COCC(=O)OCC(=O)N1N=C(c2ccc(Cl)cc2)CC1c1ccco1 (stereo not drawn),1,-3.0%,-0.2%,-1.4%,i,3.2%,33.3,-0.6%,0.3%,1.6%
COc1ccc(CNC(=O)C2CCN(S(=O)(=O)N3CCCC3)CC2)cc1,nt,nt,0.3%,-0.5%,i,nt,27.3,nt,nt,0.8%
COc1ccc(-n2nc(C(=O)NCC(=O)Nc3cccc(Cl)c3)c3ccccc3c2=O)cc1OC,nt,nt,0.4%,-0.2%,i,nt,13.3,nt,nt,3.0%
CCN1CCc2c(OCC(=O)N3CCc4ccccc43)cccc2C1=O,1.1,-11.7%,nt,-1.2%,i,2.7%,63.6,1.3%,-5.5%,0.9%
O=[N+]([O-])/C=C/c1cn(Cc2ccc(F)cc2)c2ccccc12,1,7.6%,0.8%,1.8%,i,5.9%,2.1,14.0%,0.5%,-4.2%

Continuation:
compound,TNAP activators,PMI inhibitors,UTI89 phage lysis,West Nile virus CPE,T cell HTS,P. falciparum M1AAP,T cell HTS vesicle-bound %,P. falciparum M17LAP,PMI inhibition,RSV CPE inhibition
O=C(O)C1=C(C(=O)Nc2cc(C(F)(F)F)ccc2Cl)CCCC1,1.1,8.0%,-0.2%,-0.1%,i,0.5%,35.9,8.3%,-0.3%,0.7%
C=CCOC(=O)C1=C[C@H](c2ccc(C(F)(F)F)cc2)[C@@H](CCCO)[C@H](OCC)O1,1,11.8%,-1.5%,-0.6%,i,2.6%,22.7,2.6%,1.9%,0.6%
COc1cccc(CNC(=O)CCCc2nnc3n(C)c(=O)c4sccc4n23)c1,nt,nt,0.0%,0.8%,i,nt,12.7,nt,nt,2.1%
COc1ccccc1C1/C(=C(/O)c2ccc(C)cc2)C(=O)C(=O)N1CCN1CCOCC1 (stereo not drawn),1.1,-13.3%,5.3%,-0.2%,i,4.0%,59.4,8.3%,-14.3%,1.4%
O=C(Cn1nnc2ccccc2c1=O)NCc1ccco1,1,-23.7%,0.2%,-0.2%,i,4.7%,36.1,3.7%,-10.4%,1.5%
CC1Cc2ccccc2N1C(=S)NC(=O)c1ccco1 (stereo not drawn),1.1,4.5%,0.2%,0.0%,i,-3.7%,35.1,2.6%,-5.6%,2.5%
Cc1cn2c(N)c(C=C3C=C(Cl)C(=O)C(Cl)=C3)c(=O)nc2s1,0.8,-0.6%,0.7%,-0.2%,nt,42µM*,nt,5.6%,6.9%,nt
CC(=O)c1cccc(NC(=O)C(CC(C)C)NC(=O)C2CCCCC2)c1 (stereo not drawn),1.1,-11.2%,0.1%,-1.3%,i,19.9%,19.1,0.4%,0.7%,1.9%
Cc1nc(NC(C)c2ccccc2)sc1C(=O)Nc1ccccc1 (stereo not drawn),1,-25.4%,0.3%,-0.5%,i,-1.4%,47.4,2.6%,-21.2%,5.7%
